bCat nuc transl – modulators of beta-catenin nuclear translocation, primary screen, imaging, HeLa cells, immunofluorescence, high-content; nuclear translocation activity, % at 5 µM; actives 0.3% (n = 190,000);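 active means nuclear translocation activity above 50% at 5 µM, with a well cell count of 50 or more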;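 further: per-cell ratio of nuclear to cytoplasmic median beta-catenin stain intensity; plate controls were DMSO negative control for no effect and GSK-3 inhibitor IX positive control for full effect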
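Test system: human HeLa cell line; Doses: 5 µM primary, 0.02–20 µM confirmation; Incubation: 24 h compound exposure, 37°C; Detection: beta-catenin immunofluorescence imaging with DAPI; Read-out: beta-catenin nuclear/cytoplasmic ratio, % activation.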
Autophagy HCS – autophagy modulators in MEF cells, primary screen, imaging, high-content, MEF GFP-LC3; actives 0.98% (n = 190,000); MEF GFP-LC3 puncta imaging; test concentration mostly 10 µM; AID 463193, 2010; calls only at 10 µM (by protocol);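 active means percentage of spot-positive cells more than 3 SD above its plate mean, without a fluorescence outlier flag or 80% toxicity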;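 further: spot-positive cell cutoff set from DMSO-treated cells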
P. falciparum M17LAP – P. falciparum M17LAP inhibitors, primary screen, biochemical, fluorogenic H-Leu-NHMec substrate, 1536-well (AID 1619). recombinant M17LAP, H-Leu-NHMec fluorogenic kinetic assay; higher % means a stronger effect. inhibition, % at 30 µM, or IC50 in µM where a hit was titrated. actives 0.38% (n = 220,000);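 active means compound inhibiting the enzyme by more than half at any dose during confirmatory dose-response retesting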;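 further: plate controls were full reaction with DMSO carrier for no effect and no enzyme background for full effect; strong numbers were not always called active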
MT stabilizer – microtubule stabilizers in HeLa cells, primary screen, imaging, high-content imaging; HeLa tubulin immunostaining HCS, 24 h; share of cells brighter than vehicle mean+2SD; % tubulin-high responders, % at 10 µM; actives 0.83% (n = 200,000);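 active means plate Z-score above 3 for both tubulin-high and condensed-nucleus cell shares, with cell loss under 80%, at 10 µM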;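 further: anti alpha tubulin signal scored within the nucleus-defined area of each cell; some results filed as inactive read as strong as hits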
K1F lysis inhibition – inhibition of K1F phage lysis, E. coli UTI89, bacterial capsule biogenesis inhibitors, alamar blue (AID 488966). E. coli UTI89 K1F phage lysis, alamar blue, 2 h; higher % means a stronger effect. inhibition, % at 100 µM, or IC50 in µM where a hit was titrated. actives 0.02% (n = 340,000);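 active means phage lysis inhibition, versus mean bacterial control, above a set limit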;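 further: capsule biogenesis inhibitors block K1F phage lysis so surviving cells raise fluorescence; higher fluorescence means more inhibition of phage lysis; actives were called in the ten point dose series up to 300 µM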
M1AAP inhibition – P. falciparum M1AAP inhibitors, biochemical, fluorogenic H-Leu-NHMec substrate, 1536-well (AID 1445). Aminopeptidase N (Plasmodium falciparum (isolate 3D7)). recombinant M1AAP, H-Leu-NHMec fluorogenic kinetic assay; higher % means a stronger effect. inhibition, % at 30 µM; hits with a dose series show IC50 in µM. actives 0.42% (n = 220,000);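 active means primary inhibition above the hit cutoff, then over 50% inhibition at one or more dose response concentrations, cut at about 23% in these data, passing the limit was not always enough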;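 further: plate controls were DMSO full reaction for no effect and no enzyme background for full effect; strong numbers were not always called active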
Ins promoter up – insulin promoter activators in MIN6 cells, imaging, high-content screening, mouse beta cells. AID 1625, 2009. MIN6 insulin promoter-GFP reporter; stronger effect = higher value. z-score at 5 µM. actives 0.3% (n = 190,000);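 active means z-score above 3 at 5 µM with at least 500 cells counted in the well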
Dynein transport – inhibitors of GR-EGFP nuclear translocation, primary screen, dynein cargo transport inhibitor project, imaging, high-content, 3617.4 mouse cells | z-score, hits read low | AID 1381, 2008 | test concentration mostly 20 µM; stimulated with dexamethasone, 1 µM; stronger effect = lower value | actives 0.47% (n = 220,000);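 active means plate z-score of nuclear minus cytoplasmic receptor signal below a set negative limit, without overly bright fluorescence or cell loss, cut at about -3.5 in these data, passing the limit was not always enough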;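 further: z-score of nuclear minus cytoplasmic ring GR-EGFP intensity difference per well; some compounds called inactive have numbers as strong as hits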
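medium = tetracycline-free induction medium containing charcoal-stripped FBS | also added = 1.0 µM final dexamethasone stimulus | schedule = 48 h induction, 1 h compound, 30 min dex at 37 °C | technique = fixed, Hoechst-stained cells imaged at 10x for EGFP | measure = GR-EGFP nuclear translocation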
ER stress rescue – rescue of cells from ER stress-induced death, primary screen, 384-well, CSM14.1, thapsigargin, ATP luminescence (AID 1222); CSM14.1 thapsigargin-induced death rescue, ATP luminescence; higher % means a stronger effect; cellular ATP content (survival), % at 20 µM, or EC50 in µM where a hit was titrated; 190,000 tested, under 10 active;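 active means EC50 below 50 µM in the dose-response confirmation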;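 further: death triggered by thapsigargin at about 15 µM added after 2 h compound pretreatment; cell ATP read after overnight thapsigargin exposure of roughly 18 to 22 hours; normalized against plate controls of thapsigargin alone and 5% DMSO vehicle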
Dynein transport cytoplasmic EGFP – recorded beside Dynein transport, whose call it bears; z-score; measured here: cytoplasmic GR-EGFP intensity; stronger effect = higher value
Dynein transport nuclear GR-EGFP – second read-out of Dynein transport, no call of its own (marks repeat the call); z-score; measured here: nuclear GR-EGFP intensity;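 lower value marks the stronger effect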
Dynein transport cell count – further read-out of Dynein transport, marked with its call; z-score; measured here: cell count per field
Ins promoter up cell count – also measured in Ins promoter up; calls as there; cell count; measured here: cytotoxicity, nuclei count;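 total cells summed across four imaged fields per well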
bCat nuc transl cell count 5 µM – also measured in bCat nuc transl; calls as there; cell count; measured here: cell count, cytotoxicity flag
MT stabilizer Hoechst-high % – also measured in MT stabilizer; calls as there; % Hoechst-high responders; measured here: nuclear condensation Hoechst responders;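 share of cells brighter than vehicle mean plus two SD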
MT stabilizer cytotoxicity % – recorded beside MT stabilizer, whose call it bears; toxicity, %; measured here: cytotoxicity by cell density;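 0% = mean cell density of plate MIN control wells and 100% = no cells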
Autophagy HCS cell loss 18 h – further read-out of Autophagy HCS, marked with its call; toxicity, %; measured here: cell loss, nuclei count;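 cell loss after 18 h compound exposure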
Numbers without * were called inactive; i = inactive; . = no result given; [ ] = dose if it differs, or a comment.

mol,bCat nuc transl,bCat nuc transl cell count 5 µM,Autophagy HCS,Autophagy HCS cell loss 18 h,P. falciparum M17LAP,MT stabilizer,MT stabilizer Hoechst-high %,MT stabilizer cytotoxicity %,K1F lysis inhibition,M1AAP inhibition,Ins promoter up,Ins promoter up cell count,Dynein transport,Dynein transport cytoplasmic EGFP,Dynein transport nuclear GR-EGFP,Dynein transport cell count,ER stress rescue
Cc1cc(C)n(C(=O)C(C)N2C(=O)c3ccccc3C2=O)n1 (stereo unspecified),-0.1,1136,i,-14,15%,5.7,1.8,8.8,2.5%,3%,.,.,0.56,-0.017,0.7,-0.85,0.2%
COc1ccc(Nc2ncccc2C(=O)NCc2ccccc2)cc1,.,.,i,0,-9%,1.2,2.1,16,-3.6%,22%,.,.,0.18,-0.11,-0.02,0.47,-0.5%
Cc1ccc(S(=O)(=O)c2ccc(Cl)cc2)cc1S(=O)(=O)N1CCOCC1,-6.7,1177,i,16,-4%,6.0,1.7,1.6,0.3%,6%,-1.4,1164,0.16,-0.22,0.61,0.057,0.9%
CCOC(=O)c1c(/N=C/C2C(=O)CC(C)(C)CC2=O)sc2c1CCCC2,-0.2,1135,i,10,-4%,2.5,2.6,13,0.0%,-2%,0.65,1314,0.15,-0.053,0.41,0.86,0.0%
CN(C)c1ccc(C=Nc2ccc(N(C)C)cc2)cc1,1.4,1154,i,1,-10%,5.5,1.8,5.3,0.3%,12%,0.16,1063,0.87,-0.23,0.099,-0.82,-0.3%
CC1Cc2ccccc2N1C(=O)CSc1nn2c(=O)c(C(C)(C)C)nnc2s1 (stereo unspecified),-1.5,1107,i,5,-7%,5.8,2.2,3.1,0.8%,2%,-0.71,1185,-2.2,-0.025,-0.67,0.42,-0.9%
CCOc1ccc(/C(O)=C2/C(=O)C(=O)N(CC3CCCO3)C2c2cccs2)cc1 (stereo unspecified),-5.0,589,i,1,-4%,3.0,3.0,4.3,0.8%,0%,0.14,1430,-0.31,-0.32,-0.45,0.26,-0.1%
CCC(=O)c1ccccc1OCCN1CCN(CC)CC1,0.9,1445,i,-11,14%,1.1,2.9,13,-2.1%,10%,-0.33,1524,1.4,0.24,0.2,-0.59,-1.2%

Next structures follow.
mol,bCat nuc transl,bCat nuc transl cell count 5 µM,Autophagy HCS,Autophagy HCS cell loss 18 h,P. falciparum M17LAP,MT stabilizer,MT stabilizer Hoechst-high %,MT stabilizer cytotoxicity %,K1F lysis inhibition,M1AAP inhibition,Ins promoter up,Ins promoter up cell count,Dynein transport,Dynein transport cytoplasmic EGFP,Dynein transport nuclear GR-EGFP,Dynein transport cell count,ER stress rescue
CC(C)OCCCn1c(SCC(=O)N2CCc3ccccc32)nc2ccccc2c1=O,4.6,489,i,0,-8%,3.4,3.0,11,1.9%[50 µM],1%,-0.84,509,-0.38,-0.26,-0.2,1.2,-0.3%
C=CCn1c(C)cc(C(=O)CSc2nnc3c(Cl)cc(Cl)cn23)c1C,.,.,i,-3,16%,1.0,0.8,6.5,0.4%,7%,-0.78,862,-1.4,-0.28,-0.79,0.059,-1.2%
Fc1cccc(C2NC(=S)NC3=C2N2CCC3CC2)c1 (stereo unspecified),-2.7,1443,i,0,7%,3.4,1.9,4.2,0.8%,4%,-0.03,1342,-0.48,-0.43,-0.076,0.18,-1.3%
O=C(c1ccco1)N1CCN(S(=O)(=O)c2ccc(Br)s2)CC1,.,.,i,-4,12%,2.2,1.4,8.9,1.8%,-2%,-0.26,1367,0.11,0.35,0.5,-0.48,-0.2%
Cn1cnnc1SCC(=O)Nc1c(F)cc(F)cc1Br,.,.,i,2,-8%,1.6,1.2,6.8,-0.2%,0%,0.09,927,-1.1,-0.12,-0.32,0.93,-0.1%
CC(C)(C)c1ccccc1OCCOCCNCc1ccccc1,.,.,i,8,-1%,1.9,2.2,9.6,3.9%,-4%,1.7,1248,0.56,-0.24,0.37,-0.18,5.4%
COc1ccc(C2C3=C(CCCC3=O)Nc3nc(SCc4ccc(C(=O)O)cc4)nn32)cc1OC (stereo unspecified),.,.,.,.,25%,3.7,2.0,12,0.1%,14%,-0.93,901,-0.14,-0.3,-0.074,0.63,0.5%
COc1ccc(-c2cc(C(F)(F)F)n3nc(C(=O)N4CCOCC4)c(Cl)c3n2)cc1,-4.4,1142,i,-7,1%,4.3,4.4,7.2,0.9%[50 µM],2%,-0.27,1068,0.45,-0.26,0.64,-0.54,0.3%

The last two records of the part above open the next one.
mol,bCat nuc transl,bCat nuc transl cell count 5 µM,Autophagy HCS,Autophagy HCS cell loss 18 h,P. falciparum M17LAP,MT stabilizer,MT stabilizer Hoechst-high %,MT stabilizer cytotoxicity %,K1F lysis inhibition,M1AAP inhibition,Ins promoter up,Ins promoter up cell count,Dynein transport,Dynein transport cytoplasmic EGFP,Dynein transport nuclear GR-EGFP,Dynein transport cell count,ER stress rescue
COc1ccc(C2C3=C(CCCC3=O)Nc3nc(SCc4ccc(C(=O)O)cc4)nn32)cc1OC (stereo unspecified),.,.,.,.,25%,3.7,2.0,12,0.1%,14%,-0.93,901,-0.14,-0.3,-0.074,0.63,0.5%
COc1ccc(-c2cc(C(F)(F)F)n3nc(C(=O)N4CCOCC4)c(Cl)c3n2)cc1,-4.4,1142,i,-7,1%,4.3,4.4,7.2,0.9%[50 µM],2%,-0.27,1068,0.45,-0.26,0.64,-0.54,0.3%
CC(C)(C)NCCOCCOc1ccccc1-c1ccccc1,-0.9,1020,i,16,8%,3.5,2.8,3.3,-1.1%[50 µM],-3%,-0.08,1549,-0.56,-0.26,-0.44,0.39,-3.7%
CC(NCCC(Cc1ccccc1)c1ccco1)c1ccccc1 (stereo unspecified),-0.7,1229,.,.,11%,.,.,.,0.3%,7%,-1.1,999,-0.49,-0.19,0.2,-0.042,.
C=CCN1C(=O)/C(=C\c2ccc(C)cc2)N=C1SCC(=O)NCCC,-2.0,1234,i,-13,-7%,0.9,0.7,3.8,0.3%,1%,0.76,951,0.17,-0.16,0.32,1.2,-3.2%
Cc1[nH]c(=O)[nH]c(=O)c1S(=O)(=O)N1CCCC(C(=O)NCCC2=CCCCC2)C1 (stereo unspecified),0.5,1103,i,12,6%,1.9,2.5,6.8,-0.1%,5%,-0.63,1311,-0.013,-0.38,0.36,0.32,-5.1%
COc1ccc(C)cc1NC(=O)C1CCN(C(=O)Cc2ccccc2)CC1,1.0,1047,i,25,5%,2.7,1.6,1.3,0.3%,-19%,-0.41,1365,2.2,-0.12,1.1,-1.4,0.5%
COc1ccc(NC(=O)CSc2nc3nc(-c4cccs4)cc(C(F)(F)F)c3c(=O)[nH]2)c(OC)c1,-2.2,529,i,3,30%,1.0,4.0,6.6,1.4%,56µM*,-0.11,1326,-0.11,-0.045,-0.4,0.9,-1.7%
CS(=O)(=O)N(CC(=O)NCc1cccnc1)C1CCCCC1,0.5,991,i,-14,9%,.,.,.,1.4%,-7%,-0.26,1522,0.31,0.45,0.57,0.17,3.0%
CC(=O)Nc1nnc(CCS(=O)(=O)c2ccc(C)c(C)c2)s1,-0.1,950,i,-6,-7%,1.7,1.6,4.3,0.1%,-2%,0.22,1525,0.8,-0.22,0.25,-0.39,-1.0%

(listing goes on)
mol,bCat nuc transl,bCat nuc transl cell count 5 µM,Autophagy HCS,Autophagy HCS cell loss 18 h,P. falciparum M17LAP,MT stabilizer,MT stabilizer Hoechst-high %,MT stabilizer cytotoxicity %,K1F lysis inhibition,M1AAP inhibition,Ins promoter up,Ins promoter up cell count,Dynein transport,Dynein transport cytoplasmic EGFP,Dynein transport nuclear GR-EGFP,Dynein transport cell count,ER stress rescue
CCC(c1nnc(SCC(=O)Nc2ccc(C(C)=O)cc2)n1C1CCCCC1)N(C)C (stereo unspecified),.,.,i,-8,13%,4.6,2.1,9.8,-0.1%,3%,0.22,1208,1,-0.14,0.19,-1.4,-2.2%
Cc1cc(=O)n2nc(N3CCCC(C(=O)NCCC4=CCCCC4)C3)sc2n1 (stereo unspecified),0.9,1014,i,-3,3%,2.7,1.1,16,-0.2%,6%,-0.04,1333,-0.2,-0.21,0.33,0.7,-0.2%
COc1ccc(N(CC(=O)Nc2ccc3c(c2)OCCO3)S(=O)(=O)c2c(C)noc2C)cc1,-0.3,1310,i,-9,-2%,2.8,3.5,8.5,0.0%,2%,0.04,1542,-0.53,-0.23,-0.2,0.5,0.1%
CCOC(=O)CSc1nc(Nc2ccc3c(c2)OCO3)c2ccccc2n1,-0.1,778,i,2,-2%,2.8,1.4,0.6,6.6%,3%,0.03,1264,2.3,0.2,1.3,-1.4,-0.5%
Cc1nn(-c2ccccn2)c2nc(-c3cccs3)cc(C(=O)NCc3ccco3)c12,.,.,i,7,-10%,1.1,1.5,7.1,-0.8%,23%,-0.27,921,-0.71,-0.16,-0.31,1.2,-2.4%
N#C/C(=C/c1ccc(Sc2nc3ccccc3[nH]2)o1)c1cccc(F)c1,.,.,i,-4,-1%,1.4,0.9,2.3,5.7%,6%,2.1,839,3.2,0.44,2.4,-2.2,3.8%

Screening data as filed in PubChem.
